Screening results deposited in PubChem by National Center for Advancing Translational Sciences (NCATS).
BRCT inh red = inhibitors of human BRCA1 BRCT-phosphoprotein interaction (red fluorophore); P38398; BRCT-phosphopeptide binding, red fluorescence polarization; Potency, µM (top dose mostly 76.9 µM), for inactives: at the highest dose activity change, negative = inhibition, most hits filed as inhibitors; 0.03% of 75,000 active; also: % is scaled to controls: 0 for no effect and ±100 for the full control effect
Target sequence (P38398 whole entry, looked up): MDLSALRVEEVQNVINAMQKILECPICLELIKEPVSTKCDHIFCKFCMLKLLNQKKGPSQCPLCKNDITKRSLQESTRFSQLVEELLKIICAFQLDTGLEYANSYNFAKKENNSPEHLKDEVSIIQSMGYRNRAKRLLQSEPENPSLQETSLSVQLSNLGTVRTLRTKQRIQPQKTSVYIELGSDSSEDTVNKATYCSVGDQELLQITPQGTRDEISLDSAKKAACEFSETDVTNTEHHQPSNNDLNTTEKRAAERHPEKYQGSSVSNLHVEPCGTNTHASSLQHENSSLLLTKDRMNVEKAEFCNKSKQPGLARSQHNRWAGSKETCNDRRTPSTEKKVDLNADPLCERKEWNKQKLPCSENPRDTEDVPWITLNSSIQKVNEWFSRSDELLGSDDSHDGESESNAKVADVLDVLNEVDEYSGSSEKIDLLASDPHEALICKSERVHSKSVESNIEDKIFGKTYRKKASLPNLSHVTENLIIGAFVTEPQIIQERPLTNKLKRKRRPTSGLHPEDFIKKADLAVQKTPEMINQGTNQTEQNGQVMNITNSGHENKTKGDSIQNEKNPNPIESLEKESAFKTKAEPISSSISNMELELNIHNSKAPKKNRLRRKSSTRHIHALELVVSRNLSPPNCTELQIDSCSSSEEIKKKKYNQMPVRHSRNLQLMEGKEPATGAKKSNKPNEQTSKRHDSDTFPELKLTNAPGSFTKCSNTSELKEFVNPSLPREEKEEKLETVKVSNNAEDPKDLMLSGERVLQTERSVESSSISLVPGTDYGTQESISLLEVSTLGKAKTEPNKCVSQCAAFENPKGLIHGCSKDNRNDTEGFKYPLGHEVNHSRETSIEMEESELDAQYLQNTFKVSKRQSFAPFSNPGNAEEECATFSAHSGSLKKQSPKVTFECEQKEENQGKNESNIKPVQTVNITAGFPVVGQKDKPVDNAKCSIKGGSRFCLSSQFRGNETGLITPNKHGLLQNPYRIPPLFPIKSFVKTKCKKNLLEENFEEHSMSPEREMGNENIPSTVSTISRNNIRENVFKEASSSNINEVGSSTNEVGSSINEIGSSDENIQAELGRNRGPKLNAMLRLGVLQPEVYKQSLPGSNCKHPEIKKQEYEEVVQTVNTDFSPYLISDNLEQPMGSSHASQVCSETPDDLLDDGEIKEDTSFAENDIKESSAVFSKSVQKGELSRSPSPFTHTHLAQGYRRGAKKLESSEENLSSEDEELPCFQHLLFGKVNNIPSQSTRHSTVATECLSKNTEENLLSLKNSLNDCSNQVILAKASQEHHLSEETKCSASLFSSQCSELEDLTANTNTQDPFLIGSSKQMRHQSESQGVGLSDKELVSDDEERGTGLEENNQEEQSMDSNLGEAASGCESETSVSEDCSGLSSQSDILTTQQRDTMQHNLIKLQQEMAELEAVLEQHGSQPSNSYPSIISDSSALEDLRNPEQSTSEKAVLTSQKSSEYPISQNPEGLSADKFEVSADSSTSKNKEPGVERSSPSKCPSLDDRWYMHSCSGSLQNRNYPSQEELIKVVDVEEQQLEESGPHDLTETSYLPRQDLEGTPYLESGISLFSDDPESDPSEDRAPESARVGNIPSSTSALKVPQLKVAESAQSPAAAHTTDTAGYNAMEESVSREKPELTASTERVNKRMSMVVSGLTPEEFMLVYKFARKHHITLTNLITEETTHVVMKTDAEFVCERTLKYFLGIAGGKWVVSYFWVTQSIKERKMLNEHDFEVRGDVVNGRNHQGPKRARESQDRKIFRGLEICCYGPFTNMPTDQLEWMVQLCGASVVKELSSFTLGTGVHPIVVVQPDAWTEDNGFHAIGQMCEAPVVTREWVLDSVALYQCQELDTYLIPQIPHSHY
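Fluorescence polarization: 100 nM His-tagged BRCA1 BRCT with 100 nM TAMRA-labelled phospho-BACH1 decapeptide, phosphate buffer pH 7.3 with 150 mM NaCl, DTT, 0.01% Tween 20; 12 min RT. Binding inhibition seen as FP decrease.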
Casp7 inh = allosteric or competitive inhibitors of human caspase-7. P55210. recombinant caspase-7, Ac-DEVD-AFC fluorescence rate. Potency, µM (titrated, usually from 57.5 µM), for the others: at the highest dose activity change, negative = inhibition, hits mostly inhibitors. 0.02% of 75,000 active. AID 889; active = well fitted inhibition curve with a large enough effect in the main read-out, with a control signal flat, not every such curve was filed as active; inconclusive = small, poorly fitted or top-dose-only effect, or a change in a side signal; also: potency is read from the fitted curve at half-maximal effect; % of control where 0% means no effect
A350 fluor = compounds fluorescent in Alexa 350 spectral region; Compound autofluorescence, 340/450 nm, Alexa 350 dye-equivalents; stronger effect = higher value; max dye-equivalent concentration, M; 11% of 59,000 active; in the data active = max dye-equivalent concentration above about 10 nM; inconclusive = mostly about 1.1 nM to 9.6 nM
GFP derepression = derepresses silenced GFP locus in mouse C127i cells. mouse C127i GFP locus derepression, cytometry, 30 h. Potency, µM (doses to about 46.1 µM), without a hit: at the highest dose GFP derepression (activation). 0.09% of 68,000 active; also: % of control where 0% means no effect
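Locus derepression in mouse mammary C127i cells whose integrated CMV-GFP reporter is normally silent; GFP expression after 30 h compound treatment was quantified by counting fluorescent cells.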
Casp1 inh = blocks human caspase-1 allosterically or competitively | Potency, µM (series often up to 57.5 µM), for inactives: top-dose activity change, negative = inhibition, hits mostly inhibitors | Caspase-1 enzyme, Ac-WEHD-AFC fluorogenic rate | AID 900 | 0.03% of 75,000 active;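 also: potency is read from the fitted curve at half-maximal effect; plate controls were vehicle for no effect and no substrate for full effect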
4-MU autofl = compounds fluorescent in 4-MU spectral region; compound autofluorescence, 340/450 nm, 4-MU equivalents; stronger effect = higher value; max dye-equivalent concentration, M; 11% of 59,000 active; in the data active = max dye-equivalent concentration above about 10 nM; inconclusive = mostly about 1.1 nM to 9.6 nM
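Intrinsic fluorescence at 340/450 nm (ex/em) was read after 15 min at room temperature in pH 8.0, 100 mM Tris. Each compound concentration expressed as 4-MU-equivalent concentration from a six-point 4-MU standard series on each plate.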
USP2a inh = USP2a (human) protease inhibition; Potency, µM (highest dose often 38.3 µM), for inactives: at the top dose activity change, negative = inhibition, hits mostly inhibitors; USP2a enzymatic assay, qHTS inhibition; 0.1% of 60,000 active; O75604;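 also: potency is read from the fitted curve at half-maximal effect; nearly all actives have a fitted effect of over 60% in size; plate controls were DMSO for no effect and NEM full inhibition control for full effect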
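20 nM USP2 core + cpd, 30 min RT; add 20 nM Ub-PLA2/20 uM NBD C6-HPC; read Ex460/Em535 at 0 h and 2.5 h. Normalized to NEM; qHTS curve fit/classification.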
UbGFP stabilizer = ubiquitin-GFP accumulation via proteasome inhibition; Ubiquitin-GFP reporter cells, proteasome inhibition, GFP fluorescence; response scale: untreated = 0%, 10 µM MG-132 = 100%; 67,000 tested, under 10 active; Potency, µM (titrated, usually from 45.9 µM), without a hit: at the top dose activation (GFP accumulation), most hits filed as activators; active = well fitted activation curve with a large enough effect, not every such curve was filed as active; inconclusive = small, poorly fitted or top-dose-only effect, or another doubt; inactive = no such curve, though single readings can be large or run the other way; also: potency is read from the fitted curve at half-maximal effect
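GFP accumulation read-out: laser plate cytometry counting ubiquitin(G76V)-GFP-expressing U2OS cells after 4 hr compound exposure at 37 °C. Titrations spanned 46 uM to 2.9 nM; 0% = basal, 100% = 10 uM MG-132; concentration-response curves fitted.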
Fluorescein fluor = fluorescein region autofluorescence. Compound autofluorescence, 480/540 nm, fluorescein-equivalent; stronger effect = higher value. max fluorescein-equivalent concentration, M. 0.91% of 59,000 active. AID 593; in the data active = max fluorescein-equivalent concentration above about 10 nM; inconclusive = between about 1.1 nM and that limit
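In this qHTS profile, compound fluorescence was measured with a 480 nm/540 nm filter pair following a 15-min room-temperature incubation in 100 mM Tris (pH 8.0). A six-point fluorescein series on each plate served for normalization.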
HEK293 cAMP ctrl = counter-screen for TSHR agonists: cAMP increase in parental HEK293. Potency, µM (titrated, usually from 57.1 µM), without a hit: top-dose activation, hits mostly activators. parental HEK293 CNG cAMP sensor, membrane potential fluorescence. AID 938. 2.5% of 73,000 active; also: potency is read from the fitted curve at half-maximal effect; % of control where 0% means no effect; nearly all actives have a fitted effect of over 55% in size
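Counterscreen for endogenous-receptor signalling: CNG-channel HEK 293 cells report cAMP rise by membrane depolarization. After 60 min dye equilibration with 100 uM RO 20-1724, compounds incubated 30 min before bottom-read fluorescence at 590 nm.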
BRCT inh green = blocks human BRCA1 BRCT binding to phosphopeptide, green readout; P38398; BRCA1 BRCT-phosphopeptide binding, green fluorescence polarization; Potency, µM (doses to about 76.9 µM), without a hit: top-dose activity change, negative = inhibition, hits mostly inhibitors; 0.05% of 75,000 active; AID 875;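 also: potency is read from the fitted curve at half-maximal effect; plate controls were peptide without protein for full effect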
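Compounds were incubated for 12 min at room temperature with a complex of 100 nM fluorescein-tagged pBACH1 decapeptide and 250 nM His-tagged BRCT protein. Buffer was phosphate pH 7.3 with EDTA, DTT and Tween 20. Disruption of binding lowers the polarization signal.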
Starred values were filed as active, the others as inactive; i = inactive; ? = inconclusive; / = not tested or not shown; [ ] = dose if it differs, or a comment. Unless noted, calls follow the shape of the dose curve; as a rule, active = well fitted curve in the direction sought with a large enough effect; inconclusive = small, poorly fitted or top-dose-only effect, or another doubt; inactive = no such curve, though single readings can be large; an effect the other way counts as inactive or inconclusive. Some of the compounds tested; the hit share may differ from the screen's.

Below each SMILES: BRCT inh red | Casp7 inh | A350 fluor | GFP derepression | Casp1 inh | 4-MU autofl | USP2a inh | UbGFP stabilizer | Fluorescein fluor | HEK293 cAMP ctrl | BRCT inh green
- CCOC(=O)c1cc(C)sc1NC(=O)C1CCC1
 : 0.6% | 0.4% | i | 2.6% | -3.2% | i | -7.3% | 2.6% | i | 27.9% | 0.3%
- O=C(COc1ccc(Cl)cc1Br)N1CCN(c2ccccc2)CC1
 : -0.9% | -2.3% | / | -4.1% | -4.3% | / | 0.2% | -11.0% | / | 10.1% | -0.6%
- O=C1CSC(=NC2CCCCC2)N1
 : -1.2% | 0.8% | i | -4.6% | -1.0% | i | -2.4% | 3.7% | ? | -17.7% | -0.9%
- CCOC(=O)c1cc(-c2ccncc2)nc2c1c(C)nn2-c1ccccn1
 : -0.1% | -10.3% | 3.2e-08M* | -1.3% | -13.0% | 2.37e-08M* | 35.1%[activator] | -5.3% | ? | ? | -2.5%
- Cc1ccc(C(c2nnnn2CC2CCCO2)N2CCN(c3cccc(C)c3C)CC2)cc1 (stereo not drawn)
 : -1.7% | 5.4% | i | -2.3% | 2.4% | i | / | -3.1% | ? | ? | -0.2%
- CCOC(=O)N1CCN(c2c(NCc3ccccn3)c(=O)c2=O)CC1
 : 1.6% | 1.2% | / | / | 1.8% | / | / | -8.6% | / | 8.3% | -2.7%
- CC(=O)C1=C(O)C(=O)N(C)C1c1ccccc1F (stereo not drawn)
 : 1.9% | 0.3% | / | -1.8% | 0.2% | / | -1.9% | 1.5% | / | ? | -1.5%
- Cc1ccc2nc(-c3ccccc3)cc(C(=O)O)c2c1
 : -0.4% | -1.0% | / | -2.2% | -15.2% | / | -4.4% | 8.3% | / | -5.1% | -2.4%
- Cc1c(Cl)cnc(NC(=O)COC(=O)C(NC(=O)c2ccco2)C(C)C)c1Cl (stereo not drawn)
 : -1.1% | -15.6% | ? | -1.3% | -1.8% | i | 28.7% | 0.0% | ? | 21.8% | 1.2%
- COc1ccc(C(OC(=O)c2ccco2)C(=O)NCC2CCCO2)cc1 (stereo not drawn)
 : -1.4% | -1.0% | i | -0.7% | 0.5% | i | 8.0% | -2.5% | i | 6.3% | -3.3%
- Cc1onc(-c2ccccc2)c1C(=O)Nc1ccc2c(c1)OCCO2
 : -1.1% | -2.0% | / | 2.3% | 1.3% | / | / | -1.8% | / | 8.7% | -0.3%
- CC1=C(C(=O)OCc2ccccc2)C(C2CC2)NC(=O)N1CCCCCC(=O)O (stereo not drawn)
 : -1.1% | -4.0% | / | / | -3.2% | / | / | / | / | 20µM* | 0.7%
- COC(=O)NCc1ccc(CNC(=O)OC)cc1
 : 0.7% | -1.9% | i | 0.0% | -0.3% | i | -19.3% | -1.2% | i | 1.3% | -1.7%
- Cc1ccc(Cn2nnc3c(=O)[nH]c(C4CCN(S(=O)(=O)c5ccc(F)cc5)CC4)nc32)cc1
 : -1.8% | -2.0% | i | 0.0% | -3.5% | i | 56.6%[activator] | 0.0% | ? | -6.8% | 0.2%
- CC1CCC(C(C)C)C(OC(=O)COC(=O)c2ccc(=O)[nH]c2)C1 (stereo not drawn)
 : -1.0% | -3.1% | i | 6.6% | -0.8% | i | 14.9% | 0.4% | i | 22.2% | -2.9%
- CCCCCNC(=O)Cc1ccc(OC)cc1
 : 0.4% | -1.5% | i | 3.3% | -2.3% | i | / | 0.0% | i | 17.1% | 0.0%
- COCCNS(=O)(=O)c1cc(OC)c(Cl)cc1Cl
 : 0.3% | 0.0% | i | 1.6% | 0.1% | i | 4.1% | -1.3% | i | 0.8% | 0.2%
- CC(C)n1c(=S)[nH]c2c1c(=O)[nH]c(=O)n2C
 : 0.3% | 0.5% | ? | 1.4% | 1.6% | ? | 1.8% | 1.3% | i | -3.6% | -0.2%
- Cc1ccccc1Cc1c(C)nc2nc(SCC(=O)NCc3ccco3)nn2c1C
 : -0.1% | -2.9% | i | -8.5% | -0.3% | i | 21.2% | 0.6% | i | 26.9% | 2.6%
- CCOC(=O)CNC(=O)CSc1nnc(-c2ccco2)n1Cc1ccco1
 : -1.9% | 0.0% | i | 2.9% | 0.2% | i | 1.4% | 1.0% | i | 5.4% | 1.5%
- CSc1ccccc1NC(=O)c1ccco1
 : 1.1% | 0.6% | i | -2.7% | -0.7% | i | -0.9% | 4.3% | i | 3.4% | -0.3%
- COC(=O)[C@@]1(Cc2ccc(OC)cc2)[C@H]2c3cc(C(=O)N4CCCC4)n(Cc4ccccn4)c3C[C@H]2CN1C(=O)c1ccccc1
 : -0.5% | -3.7% | / | / | -0.2% | / | / | / | / | ? | 0.4%
- Cc1noc(C)c1S(=O)(=O)Nc1ccc(C(=O)NC2CCCCCC2)cc1
 : -0.9% | 2.0% | i | 0.0% | 2.7% | i | -1.0% | 1.0% | i | 5.4% | -1.1%
- CCCSc1nnc(Cn2c(=O)sc3ccccc32)n1-c1ccccc1
 : 0.9% | -1.1% | / | -5.7% | -1.2% | / | / | 2.9% | / | 29.8% | 0.6%
- CCOc1ccc(C(=O)NCC(=O)OC(C)C(=O)NCc2ccco2)cc1OCC (stereo not drawn)
 : -3.9% | -0.9% | i | -1.7% | -1.5% | i | 9.0% | 0.4% | i | 0.4% | -1.6%
- Cc1cnc(NC(=O)CSc2nnc(-c3ccccc3)o2)s1
 : 0.7% | -1.2% | i | 1.6% | 0.7% | i | 20.8% | -7.4% | i | 14.0% | 2.1%
- O=C(c1cc(C(F)(F)F)cc(C(F)(F)F)c1)N1CCC2(CCCN(c3ncccn3)C2)CC1
 : -1.9% | -4.8% | i | -2.3%[9.22 µM] | -4.6% | i | 6.8% | -13.3% | i | ? | -6.0%
- O=C(CS(=O)(=O)Cc1ccccc1)N1CCN(Cc2ccc3c(c2)OCO3)CC1
 : -1.1% | -1.1% | i | 4.5% | -1.0% | i | -5.8% | 3.0% | i | -3.6% | -1.0%
- CC(C)(C)NC(=O)C(c1ccco1)N(C(=O)Cn1nnc(-c2ccc(F)cc2)n1)c1ccccc1 (stereo not drawn)
 : 0.5% | -1.3% | i | 2.6% | -0.1% | i | 6.0% | -0.1% | i | 11.3% | -1.1%
- Nc1c(S(=O)(=O)O)cc(S(=O)(=O)O)c2ccc(N=Nc3ccccc3)c(O)c12
 : -0.2%[15.4 µM] | -1.6%[11.5 µM] | 1.28e-08M* | 1.3%[9.22 µM] | 1.6%[11.5 µM] | 1.12e-08M* | / | 2.2%[9.17 µM] | i | -8.0%[11.4 µM] | -2.7%[15.4 µM]
- Cc1cc(C(=O)NC(C)c2ccc3c(c2)OCO3)cs1 (stereo not drawn)
 : 1.6% | 1.9% | i | 2.1% | -0.6% | i | 1.0% | 7.7% | i | -15.0% | 0.8%
- COc1ccc(N2CCN(CCCNC(=O)c3cc4sccc4n3C)CC2)cc1
 : 0.5% | 1.8% | / | / | -2.5% | / | / | / | / | 12.3% | -2.9%
- COCCN1C(=O)C(=O)/C(=C(/O)c2ccc3c(c2)OCCO3)C1c1ccc(C(=O)OC)cc1 (stereo not drawn)
 : -0.3% | -1.2% | i | 0.0% | -1.3% | i | 15.7% | -7.1% | i | 12.0% | 1.1%
- CC1(C)CC(=O)C2=C(C1)NC(SCC(=O)Nc1ccccc1)=C(C#N)C21CCCCC1
 : -0.4% | -23.0% | 1.41e-08M* | 0.0% | ? | 1.36e-08M* | 43.5%[activator] | -5.5% | ? | -7.1% | -0.4%
- O=C(Cn1cc2c(n1)CCCC2)N1CCCC1
 : -0.2% | -5.2% | / | 3.4% | -0.2% | / | / | 7.3% | / | 5.5% | -1.2%
- O=C(CSc1nc2scc(-c3ccco3)c2c(=O)n1-c1ccccc1)N1CCOCC1
 : -4.2% | -26.7% | i | 2.6% | -7.1% | i | 32.6%[activator] | -4.2% | i | 23.2% | -1.4%
- Cc1ccc(C)c(N(C(=O)Cn2nnc3ccccc32)C(C(=O)NCc2ccco2)c2ccncc2)c1 (stereo not drawn)
 : -0.4% | -0.6% | i | -1.9% | -0.7% | i | 26.5% | -1.1% | i | 3.7% | -1.7%
- CCC(=O)Nc1cc(C(C)C)c(O)cc1C
 : -0.9% | -0.3% | i | 1.6% | -0.5% | i | 0.3% | -2.5% | i | -0.7% | -0.2%
- Cc1ccc(Cn2cnc3c(nnn3Cc3ccc(Cl)cc3)c2=O)cc1
 : -0.1% | -1.5% | i | 2.1% | 3.7% | i | 1.7% | 12.5% | i | ? | 0.4%
- CC(=O)Nc1cc2c(nc1C)nc(C)n2Cc1ccc(Br)cc1
 : -0.5% | -1.9% | i | 0.0% | -1.2% | i | -1.7% | 0.0% | i | 9.1% | 0.3%
- CCn1c(SCC(=O)Nc2nc(C)c(C)s2)nnc1-c1ccco1
 : 0.6% | 3.1% | i | 2.3% | -1.3% | i | / | 2.1% | ? | 17.0% | -3.7%
- Cc1nc2ccc(C(C(F)(F)F)(C(F)(F)F)C(F)(F)F)cc2[nH]1
 : 1.5% | -0.3% | 2.22e-07M* | 8.6% | -0.5% | 1.5e-07M* | 6.5% | 0.9% | ? | -0.5% | -4.3%
